Screens as filed in PubChem BioAssay.
mlh1 rad18: NCI yeast anticancer drug screen, S. cerevisiae mlh1 rad18 strain. % growth inhibition at 50 µM. 11% of 79,000 active;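 note: 0% = growth of vehicle-only cultures of the same strain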
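Yeast w/ defined DNA-repair lesions; compound exposure; growth vs vehicle controls → % inhibition.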
yeast mec2-1: NCI yeast anticancer drug screen, S. cerevisiae mec2-1 strain; AID 157; 9% of 79,000 active; growth inhibition, % at 50 µM;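 note: 0% = growth of vehicle-only cultures of the same strain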
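Strain: mec2-1 (DNA repair/cell cycle alteration). Compound exposure, then growth measured; inhibition expressed relative to vehicle.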
rad50: NCI yeast anticancer drug screen, S. cerevisiae rad50 strain; 10% of 79,000 active; growth inhibition, % at 50 µM;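 note: 0% = growth of vehicle-only cultures of the same strain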
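Growth of the mutant yeast was measured after compound exposure and referenced to vehicle-treated cultures.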
yeast bub3: NCI yeast anticancer drug screen, S. cerevisiae bub3 mutant strain. growth inhibition, % at 50 µM. 9.9% of 78,000 active. AID 167;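 note: 0% = growth of vehicle-only cultures of the same strain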
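Mutant yeast screening strain plus compound; vehicle-treated cultures serve as the 0% inhibition reference.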
yeast sgs1 mgt1: NCI yeast anticancer drug screen, S. cerevisiae sgs1 mgt1 strain | AID 161 | 10% of 78,000 active | growth inhibition, % at 50 µM;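 note: 0% = growth of vehicle-only cultures of the same strain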
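Percent growth inhibition was derived by comparing compound-exposed mutant yeast with vehicle-exposed cultures. The strain carries alterations in DNA damage repair.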
yeast cln2 rad14: NCI yeast anticancer drug screen, S. cerevisiae cln2 rad14 strain. growth inhibition, % at 50 µM. 8.3% of 78,000 active;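 note: 0% = growth of vehicle-only cultures of the same strain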
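Readout is yeast growth inhibition versus vehicle-treated controls, using a strain with cln2 and rad14 alterations exposed to compound.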
Active calls of the source: *; & = joins results of further samples. Cut-off read from the data, not from the text of the source: active = growth inhibition above about 70%; inactive = the rest. An unsorted share of the library; any-hit rate near 14%.

Screens in order – mlh1 rad18	yeast mec2-1	rad50	yeast bub3	yeast sgs1 mgt1	yeast cln2 rad14
O=c1[nH]cnc2[nH]c(=S)[nH]c12
    -7	-11	-5	-10	-1	-13
NC(=O)COc1c(Br)cc(Br)cc1Br
    -25	7	-2	-21	-12	-4
C[C@]12CC[C@@H]3c4ccc(OCC(=O)O)cc4CC[C@H]3[C@@H]1CCC2=O
    2	0	16	6	-19	-8
COc1ccc(SCc2cc(OCc3ccccc3)c(OCc3ccccc3)c(OCc3ccccc3)c2)cc1
    -21	-11	-51	-26	-14	-24
S=C(c1ccccc1Cl)N1CCOCC1
    14	-22	18	20	15	17
CCN(CCC[N+](C)(C)C)C(=O)C(c1ccccc1)c1ccccc1
    -1	-4	48	-3	36	5
CCCC(=O)Oc1ccc(Cl)cc1
    -7	-4	13	1	1	20
CCN(CC)Cc1cc(C(C)(C)CC)cc(-c2ccccc2)c1O
    -4	-34	-11	8	-13	-25
C[C@@H](NC(=O)CNC(=O)OC(C)(C)C)C(=O)N[C@@H](Cc1ccccc1)C(=O)OCc1ccccc1
    13	-10	-11	-2	-2	-15
CCOc1cc2c(cc1O)/C(=N/NS(=O)(=O)c1ccc(C)cc1)C[C@@H]1[C@@H]2CC[C@]2(C)[C@@H](O)CC[C@@H]12
    4	27	34	14	4	35
CCC(=O)c1ccc2cc(Br)c3ccccc3c2c1
    5	4	-4	9	4	-24
C1=C[CH]([Sn]([CH]2C=Cc3ccccc32)([CH]2C=Cc3ccccc32)[CH]2C=Cc3ccccc32)c2ccccc21 (configuration not stated)
    -2	-7	-14	1	-1	-6
CN1C(=O)C(C)(O)Sc2ccccc21 (configuration not stated)
    0	-19	-1	-9	-36	-18
O=C(O)CSC1=NCCN1
    -13	-18	18	-18	-18	37
Oc1ccc(C(=C(Br)c2ccccc2)c2ccc(O)cc2)cc1
    85*	92*	88*	89*	85*	90*
c1cc2c(cc1CCCCCCCCCCc1ccc3c(c1)CCC3)CCC2
    11	4	3	3	3	80*
CC1=CC(C)(C)NC(=S)N1c1ccc([N+](=O)[O-])cc1
    0	-18	-32	-3	-8	-68
CSc1ncc2c(n1)-c1ccccc1OC2NC1CC1 (configuration not stated)
    -7	62	72*	15	11	-3
C=CCCCC1(c2ccccc2)C(=O)Oc2ccccc21 (configuration not stated)
    -3	3	30	13	-1	16
CCN(CC)C(=O)c1ccccc1
    10	9	8	-25	-10	-3

The closing 2 records of the part before are carried over, then new ones follow:
Screens in order – mlh1 rad18	yeast mec2-1	rad50	yeast bub3	yeast sgs1 mgt1	yeast cln2 rad14
C=CCCCC1(c2ccccc2)C(=O)Oc2ccccc21 (configuration not stated)
    -3	3	30	13	-1	16
CCN(CC)C(=O)c1ccccc1
    10	9	8	-25	-10	-3
CN(C)C(=S)/N=c1\ssc(=S)n1Cc1ccco1
    -4	-3	2	47	-16	0
COCc1cc(C)c(C#N)c(=O)[nH]1
    1&-4	5&2	9&-2	-8&13	-9&-5	-4&18
Cc1cc(C(=O)N/N=C/c2cc(Cl)cc(Cl)c2O)c2cc(Br)ccc2n1
    45	25	61	0	54	16
N#CC1(c2nc3ccccc3o2)C(=O)C(=O)N(C2C3CC4CC(C3)CC2C4)C(=O)C1=O (configuration not stated)
    -9	6	-9	-6	-39	16
O=C1C(=O)N(c2cccc(Cl)c2)C(=O)N1Cc1ccccc1
    5	6	4	-6	-11	13
Nc1nc(N)nc(CCCCc2nc(N)nc(N)n2)n1
    -22	-16	-28	-60	-14	-16
CN(C)CC1(Cc2ccccc2)CC/C(=C\c2ccccc2)C1=O (configuration not stated)
    36	-4	50	14	69	30
O=C(N/N=C/c1ccc(O)cc1)c1ccc(OCc2nc3ccccc3[nH]2)cc1
    3	6	-23	-1	7	20
C1=C(c2ccc(OCc3ccccc3)c(OCc3ccccc3)c2)CC2CCCCC2C1 (configuration not stated)
    1	-1	-36	-1	7	-15
CCC(=O)NCCCCC1CCCC[N+]1(C)C (configuration not stated)
    -16	-12	-1	-2	7	-14
COc1ccc2oc(-c3ccc(Cl)cc3)c(N3CCN(C)CC3)c2c1
    52	55	56	62	58	99*
CCN(CC)CCOC(=O)c1ccc(S(=O)(=O)CC)cc1
    -9	-20	-3	3	5	-8
O=c1oc(-c2ccc([N+](=O)[O-])cc2)nc2cc(Cl)ccc12
    19	9	18	45	45	9
CC1(C(=O)O)CCCC2(C)c3ccc(O)cc3CCC12 (configuration not stated)
    45	30	37	61	61	-3
S=C(S)N1CCN(c2ccccc2)CC1
    67	13	32	15	37	29
NC(=O)Oc1c(Cl)cc(Cl)c(Cl)c1[N+](=O)[O-]
    35	19	40	2	39	12
CN(C)Cc1ccc(O)c(Br)c1
    25	13	16	-7	12	40
C/C(=C\C(=O)Nc1ccc2n[nH]nc2c1)Nc1ccc2n[nH]nc2c1
    -12	-18	3	1	-11	41
C(=C\c1ccncc1)/c1ccccc1
    50	-6	66	24	-5	43
CN1CCN(CN2C(=O)C3C4C=CC(C3C2=O)C2C3C(=O)N(CN5CCN(C)CC5)C(=O)C3C42)CC1 (configuration not stated)
    -65&-31&-4	-15&12&-28	-17&-8&-28	-76&-12&-14	-32&19&-19	-41&32&-7
CN(C)CCNCCN
    -16	-28	4	-10	-6	-2
CC(C)c1ccc(O)c(Cc2cc(C(C)C)ccc2O)c1
    98*	98*	98*	99*	97*	97*
C=CCOC(=O)CCCC1=NC2=CC=CC3=NC(C)=NC(=N1)N23
    1	2	-1	-17	1	12
CC(=O)/C(=C\c1ccc([N+](=O)[O-])o1)C(=O)CCN(C)C
    85*	38	25	40	63	23
O=c1c2c(oc3ccccc13)Oc1oc3ccccc3c(=O)c1C2c1ccc2c(c1)OCO2
    -11	-2	-3	8	-10	-7
Cn1c(=O)[nH]c2c(c1=O)C(=O)CN2
    -6	-5	1	0	-11	-28
Cc1ccc(/C=N/NC(N)=O)cc1
    -4	16	26	17	12	10
CN(CCC#N)CCC#N
    -20	-12	-46	-18	-18	-23
Cn1c(NCCN2CCCCC2)c(C(=O)/C=C/c2ccccc2)c(=O)n(C)c1=O
    21	19	15	-2	9	18
CC(=O)Oc1ccc(CC(C)C(C)Cc2ccc(OC(C)=O)c(OC(C)=O)c2)cc1OC(C)=O (configuration not stated)
    26	23	51	0	50	7
COc1cc2c(cc1OC)CCc1cc(OC)c(OC)cc1CC2
    -3	-5	18	-1	-8	-21
CCOC(=O)C(CS(=O)(=O)N(CC)CC)NC(=O)c1ccccc1 (configuration not stated)
    -19	-11	-1	5	3	-11
CCCCC(CO)Cc1ccccc1 (configuration not stated)
    -10	-4	-25	-26	-10	-7
COC(=O)C1Cc2cc3c(cc2C1=O)CCC3 (configuration not stated)
    -5	-13	-19	20	-3	7
CCOC(=O)c1sc2c(c1OC(=O)c1ccc(OC)cc1)c(=O)n(-c1ccccc1)c(=S)n2-c1ccccc1
    38	10	40	31	23	18
COC1OC2COC(c3ccccc3)OC2C(S)C1S (configuration not stated)
    -8	-10	9	-27	1	-36
O=C(Nc1ccccc1)C1(Cl)CCCCC1
    2	-7	12	-5	-9	-17
OC1C2CC3C(C2)C13 (configuration not stated)
    -26	-13	-26	-18	2	5
C[Si](C)(C)/N=C/O[Si](C)(C)C
    4	-19	-41	-6	-18	-65
CCCCC/C(C)=C1\Oc2c(C)c(C)cc(C)c2C1=O
    1	2	11	7	-5	-9

Only yeast mec2-1 and yeast sgs1 mgt1, for 7 of the compounds above:
SMILES | yeast mec2-1 | yeast sgs1 mgt1
Cn1c(=O)[nH]c2c(c1=O)C(=O)CN2 | -5 | -11
Cc1ccc(/C=N/NC(N)=O)cc1 | 16 | 12
CN(CCC#N)CCC#N | -12 | -18
Cn1c(NCCN2CCCCC2)c(C(=O)/C=C/c2ccccc2)c(=O)n(C)c1=O | 19 | 9
CC(=O)Oc1ccc(CC(C)C(C)Cc2ccc(OC(C)=O)c(OC(C)=O)c2)cc1OC(C)=O (configuration not stated) | 23 | 50
COc1cc2c(cc1OC)CCc1cc(OC)c(OC)cc1CC2 | -5 | -8
CCOC(=O)C(CS(=O)(=O)N(CC)CC)NC(=O)c1ccccc1 (configuration not stated) | -11 | 3

Single values from the list:
mlh1 rad18 with `CN(CCC#N)CCC#N` → -20
mlh1 rad18 with `CCOC(=O)C(CS(=O)(=O)N(CC)CC)NC(=O)c1ccccc1` (configuration not stated) → -19
yeast sgs1 mgt1 with `COC1OC2COC(c3ccccc3)OC2C(S)C1S` (configuration not stated) → 1
yeast bub3 with `CC(C)c1ccc(O)c(Cc2cc(C(C)C)ccc2O)c1` → 99*

Other records.
Screens in order – mlh1 rad18	yeast mec2-1	rad50	yeast bub3	yeast sgs1 mgt1	yeast cln2 rad14
CC(O)c1cc(-c2ccc(Cl)cc2)nc2ccccc12 (configuration not stated)
    97*	97*	98*	98*	98*	97*
O=C(Nc1cc(Cl)cc(Cl)c1)C(F)(F)F
    97*	88*	84*	85*	96*	92*
CCOC(=O)/C(=N/O)c1ccccn1
    -4	-9	0	-5	-4	16
COC(=O)c1cc2ccccc2n1C
    -8	-46	-26	-7	-31	16
Cc1ccc(Cl)c2[nH]c(-c3ccccc3)cc(=O)c12
    63	41	29	72*	55	13
CC1(O)/C=C\C=C(\CO)C2CC(C)(C)C2(O)CC1 (configuration not stated)
    -30	-40	-30	-46	-43	-4
N#C/C(=C\c1cc(Br)c(O)c(Br)c1)c1cccnc1
    1	-8	16	-2	-24	-31
CC(=O)NC(C(C)=O)C(C)=O
    4	3	3	6	1	-7
O=C(CCN1CCCCC1)N1CCc2c([nH]c3ccccc23)C1c1cccnc1 (configuration not stated)
    -14	1	13	0	-5	-7
O=C1c2ccccc2C(=O)N1C/C=C/CO
    1	9	12	1	-1	8
CN1Cc2ccccc2/C=C\c2ccccc21
    23	34	25	-16	-5	-30
Cc1cc(C)c2c(=O)n(-c3ccc(Br)cc3)c(=S)n(-c3ccc(Br)cc3)c2n1
    24	4	19	-4	-3	13
CN(C)CCCNc1nc2cc(Cl)ccc2o1
    -2	-10	-7	7	-6	-39
CCC(N)(C(=O)O)C(C)C (configuration not stated)
    -4	-9	-26	8	-12	0
O=C(Nc1ccccc1Cl)NC1CCCCC1
    6	-1	5	17	5	19
O=C(OCCCC(C(=O)c1ccccc1)=P(c1ccccc1)(c1ccccc1)c1ccccc1)c1ccccc1
    55	37	85*	23	62	10
O=C(O)c1ccc(CNCc2ccccc2)cc1
    14	-14	10	-11	-11	-17
Cn1ncc2c(=O)[nH]c(-c3ccccc3)nc21
    -6	-8	-1	-3	-6	4
CC(C)CC(NC(=O)OC(C)(C)C)C(=O)NC(CCC(=O)OCc1ccccc1)C(N)=O (configuration not stated)
    5	-9	19	24	9	20
COc1ccc(Nc2nc3ccccc3s2)cc1
    59	35	21	86*	38	-66
CSc1nc(C)c2c(n1)SCC2
    -11	-1	-12	-9	-2	14
CC(C)=CCCC(C)CCO (configuration not stated)
    3	-5	-5	-17	-15	16
O=C(O)c1c(-c2c3ccc(=O)cc-3oc3cc(O)ccc23)cc2ccccc2c1-c1ccccc1
    19	5	17	22	-2	16
c1c(-c2cc(C3CC3)[nH]n2)n[nH]c1C1CC1
    2	0	-62	2	-18	-16
CCN(C(=N)C#N)c1ccccc1
    27	13	30	30	10	24

Part of the list above, as labelled records:
> CC(C)=CCCC(C)CCO (configuration not stated)
  mlh1 rad18: 3	yeast mec2-1: -5	rad50: -5	yeast bub3: -17	yeast sgs1 mgt1: -15	yeast cln2 rad14: 16

> O=C(O)c1c(-c2c3ccc(=O)cc-3oc3cc(O)ccc23)cc2ccccc2c1-c1ccccc1
  mlh1 rad18: 19	yeast mec2-1: 5	rad50: 17	yeast bub3: 22	yeast sgs1 mgt1: -2	yeast cln2 rad14: 16

> c1c(-c2cc(C3CC3)[nH]n2)n[nH]c1C1CC1
  mlh1 rad18: 2	yeast mec2-1: 0	rad50: -62	yeast bub3: 2	yeast sgs1 mgt1: -18	yeast cln2 rad14: -16

> CCN(C(=N)C#N)c1ccccc1
  mlh1 rad18: 27	yeast mec2-1: 13	rad50: 30	yeast bub3: 30	yeast sgs1 mgt1: 10	yeast cln2 rad14: 24
